Bioassay records: PubChem, Fisher Drug Discovery Resource Center
mcGAS MS inh: blocks mouse cGAS cGAMP production; Q8C6L5; AID 1259397; 130,000 compounds, 0.18% hits; inhibition, % at 12.5 µM; recombinant mouse cGAS, cGAMP by RapidFire MS;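 active means inhibition of cGAS enzyme activity at or above 60%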;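 further: enzyme stimulated by 45 bp dsDNA with ATP and GTP substrates; cGAMP share of summed cGAMP plus half ATP and half GTP signals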
Target sequence (Q8C6L5 whole entry, looked up): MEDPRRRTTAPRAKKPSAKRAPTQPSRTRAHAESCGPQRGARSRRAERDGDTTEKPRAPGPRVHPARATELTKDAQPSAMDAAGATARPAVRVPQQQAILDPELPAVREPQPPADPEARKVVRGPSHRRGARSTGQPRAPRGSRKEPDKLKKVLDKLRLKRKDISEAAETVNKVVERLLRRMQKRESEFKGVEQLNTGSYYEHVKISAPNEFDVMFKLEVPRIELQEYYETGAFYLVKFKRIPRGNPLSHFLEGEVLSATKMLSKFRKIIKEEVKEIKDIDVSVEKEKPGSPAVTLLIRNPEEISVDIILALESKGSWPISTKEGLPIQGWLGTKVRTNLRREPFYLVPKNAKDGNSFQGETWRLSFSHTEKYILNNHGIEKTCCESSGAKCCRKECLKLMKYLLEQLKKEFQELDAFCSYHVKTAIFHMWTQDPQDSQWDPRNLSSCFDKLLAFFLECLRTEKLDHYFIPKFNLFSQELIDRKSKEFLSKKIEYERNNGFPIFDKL
An asterisk follows results filed as active; & = joins results of further samples. Only part of the results is shown, so the mix of outcomes need not match the whole.

| canonical_smiles | mcGAS MS inh |
| --- | --- |
| O=C1CCC(C(=O)N2CCc3c(Cl)cccc3C2)CN1CCc1ccccn1 (stereo not drawn) | -11&-2 |
| COC(=O)CN(C(=O)c1ccsc1)C1CCCC1 | -11 |
| O=C1CSC(c2ccc(OC(F)F)cc2)N1c1ccccn1 (stereo not drawn) | -6 |
| Cc1cc(C(=O)N(Cc2ccccn2)c2nc3c(F)cccc3s2)nn1C | -5 |
| O=C(O)c1cccnc1SC1CC(=O)N(c2ccccc2)C1=O (stereo not drawn) | -6 |
| CCn1nc(C(=O)N(CCCN(C)C)c2nc3cc(C)cc(C)c3s2)cc1C | 6 |
| CCCCN(C(=O)c1cnc(C)cn1)c1c(N)n(CCC)c(=O)[nH]c1=O | -3 |
| CC(=O)c1cc(CC(=O)NCc2ccc(F)cc2F)cs1 | -20 |
| Cc1nccc(C(=O)NC2C(C)(C)C(NC(=O)c3ccnc(C)n3)C2(C)C)n1 (stereo not drawn) | -1 |
| c1cncc(-n2cccc2CN2CCCC(Nc3ccc4c(c3)OCCO4)C2)c1 (stereo not drawn) | -9 |
| COc1ccc(C2CC(C(F)(F)F)n3nc(C(=O)Nc4cccc(O)c4)cc3N2)cc1 (stereo not drawn) | -14 |
| CN(C)C(C)(C)CNCc1cnn(C2(C)CCS(=O)(=O)C2)c1 (stereo not drawn) | -44 |
| O=c1c2ccccc2nnn1CN1CCN(c2ncccn2)CC1 | -9 |
| NC(=O)NCC(=O)N1CCN(c2c(F)c(F)c(F)c(F)c2F)CC1 | -7 |
| N#Cc1ccc(OC(C(=O)N2CCCC2)c2ccccc2)cc1 (stereo not drawn) | -3 |
| C=C(Br)CSc1nnc(Cc2cccc(OC)c2)o1 | -11 |
| O=C(c1ccc(Cl)c(S(=O)(=O)NC2CC2)c1)N1CCCC1c1ccc2c(c1)OCCO2 (stereo not drawn) | -2 |
| Cn1c(CN2CCCC(CCC(=O)NCc3ccccc3F)C2)nc2ccccc21 (stereo not drawn) | -9 |
| Cc1cc(C)c2c(CC(=O)NC(C)c3cnn(C)c3)coc2c1 (stereo not drawn) | -7 |
| C=C(NN=c1sc2ccccc2n1C)c1ccc2c(c1)OCO2 | -7 |

Two of these compounds in another layout.
compound: Cc1nccc(C(=O)NC2C(C)(C)C(NC(=O)c3ccnc(C)n3)C2(C)C)n1 (stereo not drawn)
  mcGAS MS inh: -1

compound: CC(=O)c1cc(CC(=O)NCc2ccc(F)cc2F)cs1
  mcGAS MS inh: -20

Of the compounds above, 2 have a Cl atom.
| canonical_smiles | mcGAS MS inh |
| --- | --- |
| O=C1CCC(C(=O)N2CCc3c(Cl)cccc3C2)CN1CCc1ccccn1 (stereo not drawn) | -11&-2 |
| O=C(c1ccc(Cl)c(S(=O)(=O)NC2CC2)c1)N1CCCC1c1ccc2c(c1)OCCO2 (stereo not drawn) | -2 |

Next part.
| canonical_smiles | mcGAS MS inh |
| --- | --- |
| CC(C)SCCn1cc2ncccc2c1O | -7 |
| O=C1c2cc(Cl)c(Cl)cc2C(=O)N1CCn1cncn1 | -3 |
| CN(C)c1ccc(C=CC(=O)c2ccc(S(=O)(=O)N3CCCCCC3)cc2)cc1[N+](=O)[O-] | -3 |
| COc1cc(/C=N\NC(=O)c2nonc2N)c(Br)cc1O | 42 |
| O=C(OCc1ccccc1F)c1cc2ccccc2c(=O)[nH]1 | 3 |
| CC(=O)Oc1c(-c2ccccc2)c(=O)n2c3c(cccc13)CC2 | -2 |
| C#CCOc1ccc(N(C)Cc2ccccn2)cc1 | 4 |
| Cc1cc(N)nc(SCC(=O)NCc2ccc(Cl)cc2)n1 | -4 |
| O=C(Cn1nnnc1CN1CCCCCC1)NCC1(c2ccccc2)CCCC1 | 3 |
| CC(OC(=O)C1CCCN(C(=O)C2CC2)C1)c1nc2ncc(Br)cc2[nH]1 (stereo not drawn) | -2 |
| N#CC1(NC(=O)/C=C/c2ccc(F)cc2)CCSC1 (stereo not drawn) | -21 |
| CC(C)C(NCc1cc(=O)n2ccsc2n1)c1ccc2c(c1)OCCO2 (stereo not drawn) | -8 |
| COc1ccc(-n2cnnn2)cc1 | -6 |
| COc1ccc(CN2CCC2(C)C(=O)Nc2ccc3c(c2)CCN3C(C)=O)c2ccccc12 (stereo not drawn) | -6 |
| CC(C)C1CN(C(=O)CCc2cnn(C)c2)CCCN1Cc1ccc(F)cc1 (stereo not drawn) | -31 |
| COc1ccc(S(=O)(=O)Nc2ccc(C)c(O)c2)cc1Cl | -4 |
| CCCn1nc(C(=O)Nc2cc(OC)c(OC)c(OC)c2)ccc1=O | -4 |
| COC(C)c1ccc(-c2ccc(OC(C)C)nn2)cc1 (stereo not drawn) | -15 |
| Cc1[nH]c(=O)c(C(=O)N(C)C(C)c2ccc(Cl)cc2)cc1-c1ccc(O)cc1 (stereo not drawn) | -3 |
| C=C(C)CN(CC)C(=O)Nc1ccc(C(F)(F)F)cc1 | -12 |
| CN(Cc1cccc(F)c1)C(=O)C1CCN(S(=O)(=O)c2cc(C(N)=O)n(C)c2)CC1 | 9 |
| CC(Cc1cnccn1)NC(=O)CCc1c[nH]c2ccccc12 (stereo not drawn) | -10 |
| CCNc1cc(C)nc(N2CCN(C(=O)Nc3ccc(F)cc3)CC2)n1 | -8 |
| Cc1cccc2c(=O)n(CCCC(=O)Nc3ccccn3)cnc12 | -5 |
| CC(C)=CC(=O)NCc1cn(-c2ccccc2)nc1-c1ccncc1 | -7 |
| O=S(=O)(NCc1nccs1)c1cc(F)c(F)cc1F | -3 |
| N#CCOc1cc(C(F)(F)F)cc(C(F)(F)F)c1 | -3 |
| O=C(NCC(c1cccnc1)N1CCOCC1)c1cc(C2CC2)[nH]n1 (stereo not drawn) | -25 |
| CN(Cc1cc(-c2cccnc2)no1)C(=O)c1cccc(-c2ccc(O)cc2)c1 | -20 |
| Cc1noc(C)c1NCc1ccc(N2CCOCC2)cc1 | 0 |
| CCCCCS(=O)(=O)CCCCCCCCCCn1c(-c2ccc(O)cc2)c(C)c2cc(O)ccc21 | -23 |
| N=C1c2ccccc2CN1NC(=O)CC12CC3CC(CC(C3)C1)C2 | -5 |
| Cc1nc2ccccn2c(=O)c1NC(=O)COc1ccc(Cl)cc1 | -15 |
| CC(C)C(NC(=O)Cn1ncc2ccccc21)C(=O)N(C)C (stereo not drawn) | -6 |
| Cc1cc(CCCC(=O)Nc2ccc(C(N)=O)cc2F)c(C)s1 | -2 |
| Cc1cccc(-n2ncc3c(=O)n(CCC(C)C)cnc32)c1C | 9 |
| Cc1ccc(C)c(Cn2c(=O)c3c(nc4oc(C(C)(C)C)cn43)n(C)c2=O)c1 | -8 |
| CCOc1cccc(CNc2nn[nH]n2)c1 | -10 |
| Cc1cc(SC(C)C(=O)NC(=O)NC(C)C)nc2ccccc12 (stereo not drawn) | -28 |
| Cc1nc(C(F)(F)F)ccc1-c1n[nH]c2c1CN(C(=O)C1COCCO1)CC2 (stereo not drawn) | -8 |
| CC(C)Cc1cc(CNC(=O)c2ccc(Cl)cn2)on1 | -6 |
| C[C@@H](O)[C@H]1C(=O)N2C(C(=O)O)=C(SC3CN[C@H](C(=O)N(C)C)C3)[C@H](C)[C@H]12 (stereo partly drawn) | -12 |
| Cc1nc(SC(C)C(N)=O)nc(C)c1C (stereo not drawn) | -3 |
| COc1ccc(Cl)c(S(=O)(=O)NCc2cnn(C)c2)c1 | -2 |
| COC(=O)C(NNc1ccc([N+](=O)[O-])cc1)(NC(=O)CC(C)C)C(F)(F)F (stereo not drawn) | -7 |
| O=C(NCCC(=O)N1CCCCCC1)c1cc2c(ccc3ccccc32)[nH]1 | -18 |
| Cc1ccc(-c2noc(/C(C#N)=C3\C=CC=CN3C)n2)cc1 | 0 |
| COc1ccc(OC)c(S(=O)(=O)n2nc(C)c(S(=O)(=O)N3CCCC(C)C3)c2C)c1 (stereo not drawn) | -8 |
| CC1OC2Cc3ccccc3C2N(Cc2ccc3ccccc3c2)C1=O (stereo not drawn) | -3 |
| O=C(Nc1ccc2c(c1)OCO2)c1cc(-c2cccs2)nc2ccccc12 | -1 |

Remaining list, next part.
| canonical_smiles | mcGAS MS inh |
| --- | --- |
| Cc1ccccc1-c1nc(-c2ccc(S(=O)(=O)N3CCOCC3)cc2)cs1 | -5 |
| Cc1sc2nc(-c3cccs3)nc(NCCCN3CCOCC3)c2c1C | -7 |
| Cc1nnsc1CN(C)C(=O)c1n[nH]c2c1CCC2 | -33 |
| CCCCOCCCNC(=O)COc1ccc2c3c(c(=O)oc2c1)CCC3 | -7 |
| Cn1cc(C(=O)NCc2ccc(F)cc2)c2[nH]c(=O)n(-c3ccc(Cl)cc3)c(=O)c21 | -29 |
| CC(NC(=O)CNc1ccccc1OC(F)F)c1cccs1 (stereo not drawn) | -24 |
| CC(C)CCn1c(CN2CC(C)OC(C)C2)nc2c1c(=O)n(C)c(=O)n2C (stereo not drawn) | -5 |
| COc1cc(C)c(NC(=O)COc2cc(C)on2)cc1OC | -1 |
| NCc1cc(-c2cc3ccccc3o2)on1 | 0 |
| CC(=O)Nc1ccc2nc(CN3CCCC(CCC(=O)N4CCOCC4)C3)ccc2c1 (stereo not drawn) | -9 |

Reformatted with each value named: four of the compounds above
Cc1sc2nc(-c3cccs3)nc(NCCCN3CCOCC3)c2c1C
  mcGAS MS inh: -7
Cc1nnsc1CN(C)C(=O)c1n[nH]c2c1CCC2
  mcGAS MS inh: -33
CCCCOCCCNC(=O)COc1ccc2c3c(c(=O)oc2c1)CCC3
  mcGAS MS inh: -7
Cn1cc(C(=O)NCc2ccc(F)cc2)c2[nH]c(=O)n(-c3ccc(Cl)cc3)c(=O)c21
  mcGAS MS inh: -29

Additional entries
| canonical_smiles | mcGAS MS inh |
| --- | --- |
| c1ccc(CC23CCCCC2=Nc2ccccc23)cc1 (stereo not drawn) | -5 |
| Cc1ccc(CNCc2ccc(-c3cccc(C(=O)O)c3)o2)cc1 | -6 |
| CC(=O)Nc1ccc(F)c(NC(=O)Cc2ccccc2)c1 | 7 |
| Cc1ccc(CC2(NC(=O)/C=C/c3cnn(C)c3)CC2)cc1 | -5 |
| Cc1ccc(CN2CCNC(=O)C2CC(=O)N2CCSCC2)o1 (stereo not drawn) | 7 |
| COCc1ccc(CN2CCC(Oc3ccc(C(=O)NC4CCCC4)cc3Cl)CC2)o1 | -2 |
| O=C1CN(O)C=C2N=c3ccccc3=C2N1c1ccccc1 | -3 |
| CCc1ccc(CN2CCCC(CNC(=O)c3ccc[nH]3)C2)nc1 (stereo not drawn) | -23 |
| CN(C)C(=S)NC1CCCCC1 | -11 |
| Cc1ncc2c(n1)CCC(NC(=O)CCC1CCCCC1)C2 (stereo not drawn) | -29&-5 |
| COc1ccc(CN(C(=O)[C@H](C)NC(=O)COc2ccccc2)C2CC2)cc1 | -2 |
| NC(=O)c1cccc(NC(=O)c2ccc(F)c(Br)c2)n1 | -6 |
| O=C(c1cccc2cc[nH]c12)N(CC1CC1)CC(F)(F)F | -30&-1 |
| O=C(c1ccco1)N1CCCC(N2CCN(Cc3ccc4c(c3)OCO4)CC2)C1 (stereo not drawn) | -5 |
| Cc1ccccc1CSc1nnc(CN)n1-c1ccc(Cl)cc1Cl | 0 |
| c1cncc(COC2CCN(Cc3ccc(C4CCCCO4)o3)CC2)c1 (stereo not drawn) | -16 |
| CC(c1cccs1)n1nccc1NC(=O)CCC(=O)O (stereo not drawn) | -2 |
| Cc1ccc(C(=O)NC(CC(C)C)C(=O)N(C)C)cc1F (stereo not drawn) | -11 |
| O=C(NC1CC1)C1CCN(C2CCN(C(=O)c3csc4c3CCCC4)CC2)CC1 | -2 |
| Cc1ccc(C#N)cc1NS(=O)(=O)c1cnc2c(c1)c(C)nn2C | -47 |
| CCn1ncnc1C1CC(=O)Nc2c1cnn2Cc1ccccc1Cl (stereo not drawn) | -17 |
| O=C(Nc1ccccc1-c1cccs1)NC1CCCn2ncnc21 (stereo not drawn) | 3 |
| CCC1C(=O)NCCN1c1ncnc2c1c(Br)nn2C (stereo not drawn) | 1 |
| CC(C)(C)c1cc(NC(=O)CN2CCC(N3CCCC3=O)CC2)no1 | -22 |
| CCN1CC(C(=O)Nc2ccccc2C(C)C)CC1=O (stereo not drawn) | 3 |
| CC(=NCC1CCCO1)c1c(C)[nH]n(-c2ccc([N+](=O)[O-])cc2)c1=O (stereo not drawn) | -32 |
| COC(=O)c1cccc(S(=O)(=O)NCc2cc(C)no2)c1C | -7 |
| FC(F)C(F)(F)Sc1nc2ccccc2[nH]1 | -8 |
| CN(C)S(=O)(=O)c1ccc2c(c1)CCN2S(=O)(=O)c1ccccc1F | -1 |
| CC1Oc2ccccc2OC1C(=O)N(C)Cc1ccsc1 (stereo not drawn) | 4 |
| Cc1nc(-c2ccc3c(c2)CC(C)N3S(C)(=O)=O)cs1 (stereo not drawn) | -4 |
| NC1=NC(c2cccc(Cl)c2)n2c(nc3ccccc32)N1 (stereo not drawn) | 1 |
| O=C(C1CC2CCC1C2)N1CCCc2cc(F)c(F)cc21 (stereo not drawn) | -7 |
| COc1ncccc1-c1ccc(NS(C)(=O)=O)nc1 | -13 |
| CCOC(=O)C1(Cc2ccc(OC)cc2)CCN(C(=O)CSc2nncn2C)CC1 | -9 |
| CCOC(=O)c1nn(-c2ccccc2Cl)c(=O)cc1OCC(=O)Nc1ccccc1 | -4 |
| CC1=CC[C@@H]2CN(C(=O)CCCn3cncn3)C[C@@H]2C1 | 8 |
| COC(=O)c1cc(OC)c(OC)cc1NC(=O)CSc1nc2ccccc2nc1N1CCOCC1 | -4 |
| CCC(c1cccnc1)N(C)C(=O)Cc1ccc2nc(C)[nH]c2c1 (stereo not drawn) | -6 |
| CCC(=O)N1CCc2cc(C(=O)Nc3ccccc3-n3nc(C)cc3C)ccc21 | 7 |
| O=C(CC1C=CCC1)N1CCC(OC2CCOC2)CC1 (stereo not drawn) | -4 |
| CC(=O)NC(CC(C)C)C(=O)O (stereo not drawn) | -5 |
| O=C(NC1CC(=O)N(CCCc2ccccc2)C1)C1CCCC1 (stereo not drawn) | -12 |
| Cc1[nH][nH]c(=O)c1C(c1ccc(C#N)cc1)c1c(C)[nH][nH]c1=O | -5 |
| COC(=O)[C@@H]1C[C@@H](N(C)C)CN1Cc1cccc(-n2nc(C)cc2C)c1 | 14 |
